Screens deposited in PubChem by Broad Institute.
Cneo AK release = Cryptococcus neoformans lysis via adenylate kinase release. AID 651654. C. neoformans lysis, adenylate kinase release luminescence, 4 h; normalised: neutral wells 0, clomiphene wells 100. lysis activity, % at 15 µM. actives 0.2% (n = 360,000);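 active means mean lysis activity across replicates of at least 80%, whatever share of replicates individually reach that level; inactive means mean lysis activity below 80%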
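Material – Cryptococcus neoformans yeast cells · Quantity – 5 × 10^6 yeast cells/mL · Buffer or medium – YPD medium · Compound – single dose · Timing – 4 h static compound exposure, 37 °C, read 1 h post-reagent · Signal – adenylate kinase release luminescence · Read-out basis – lysis from increased AK signal · Benchmarks – Clomiphene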
PglD inh = inhibitors of Campylobacter jejuni PglD acetyltransferase | purified PglD enzyme, DTNB colorimetric CoA detection | inhibition, % at 12.5 µM | actives 0.098% (n = 360,000); in the data active means inhibition above about 16%, passing the limit was not always enough; inconclusive means no clear call, values can overlap the other calls; further: strong numbers were not always called active
INS-1E GSIS act = GLuc luminescence reporter in INS-1E cells, primary screen for activators of glucose-dependent secretion of insulin; INS-1E GLuc reporter insulin secretion, 2-3 h; activation, % at 16.6 µM; actives 0.61% (n = 370,000);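 active means lowest replicate activation of at least 40%, so every replicate reaches that level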;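 further: 0% = median of neutral control wells and 100% = median of IBMX positive control wells; some compounds called inactive have numbers as strong as hits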
ARNT-TACC3 inh = disruptors of human ARNT/TACC3 interaction | Q9Y6A5 | AlphaScreen His-ARNT PAS-B/GST-TACC3 binding, luminescence; TACC3 fragment carries E629A point mutation | inhibition, % at 9.99 µM | actives 0.66% (n = 390,000) | AID 623870;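 active means mean inhibition of replicates at least 50% and at least half of replicates each reaching 50%; inconclusive means half or more replicates reach 50% but mean below 50%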;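 further: 0% = complete ARNT plus TACC3 wells and 100% = ARNT alone without TACC3; many hits fall short of the cut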
Statin myotox sup = suppressors of simvastatin-induced myotoxicity in C2C12 myotubes; ATP luminescence, 48 h; scaled: DMSO 0, geranylgeraniol control 100; AID 602340; actives 0.78% (n = 330,000); rescue of ATP level, % at 7.49 µM;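 active means mean ATP rescue above about 67%, or every replicate alone reaching that limit, limit read from the data, passing the limit was not always enough; inconclusive means no clear call, values can overlap the other calls; inactive means mean under the limit and some replicate under it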;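 further: myotubes were challenged with 10 µM simvastatin during compound exposure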
LGR2 inh = Drosophila LGR2 receptor signaling inhibition | inhibition, % at 9.99 µM | HEK293 LGR2, CRE-luciferase, bursicon-stimulated, 4 h | actives 0.35% (n = 380,000);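 active means drop in luminescence signal, shown as inhibition above about 50% in the replicate tests, limit read from the data, passing the limit was not always enough; inconclusive means probably only some replicates passing the limit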;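 further: agonist challenge used bursicon conditioned medium at about half maximal strength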
PAX8 reporter = PAX8 transcriptional activity inhibition; RMG-I TPO-luciferase reporter, SteadyGlo, 24 h; AID 652154; inhibition, % at 12.6 µM; actives 1.2% (n = 360,000);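 active means mean replicate inhibition at least 60% with every replicate also reaching 60%; inconclusive means only one of the two criteria is met; inactive means mean below 60% and not all replicates reaching 60%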;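 further: luciferase light reporting Pax8 driven TPO promoter activity; plate controls were median of neutral control wells for no effect and mitoxantrone controls for full effect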
PGC1a acetyl inh = modulators of PGC1a acetylation; U2OS PGC1a acetylation, AlphaScreen anti-acetyl-lysine; with virally co-expressed GCN5 acetyltransferase; AID 651687; inhibition, % at 15.6 µM; actives 0.17% (n = 350,000);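 active means every replicate shows inhibition of at least 40%; inconclusive means mean inhibition at least 40% but some replicate below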;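 further: 0% = neutral control wells and 100% = positive control wells; some results beyond the cut were filed as inactive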
Active calls of the source: *; ? = inconclusive; . = no result given.

Below each SMILES: PGC1a acetyl inh	Statin myotox sup	LGR2 inh	PglD inh	Cneo AK release	ARNT-TACC3 inh	PAX8 reporter	INS-1E GSIS act
1	Cc1ccccc1N1CCN(Cc2nc(Cc3ccccc3)no2)CC1
→ 1	.	-15	.	.	-5	-8	-4
2	Cc1nn(C)cc1C1C2=C(CC(C)(C)CC2=O)N(c2ccccc2)C2=C1C(=O)CC(C)(C)C2
→ 2	.	.	-3	2	.	24	.
3	C/C=C/c1cnc2c(c1)C(=O)N([C@H](C)CO)C[C@@H](C)[C@@H](CN(C)CC1CCOCC1)O2
→ -2	3	-26	1	3	-2	4	0
4	Cc1ccc(-c2csc(/C(C#N)=C/Nc3ccc4c(c3)OCCO4)n2)cc1
→ 4	-58	-15	2	-1	.	11	-4
5	C[C@H](CO)N1C[C@H](C)[C@@H](CN(C)S(=O)(=O)c2cccs2)Oc2c(NC(=O)Nc3cccc4ccccc34)cccc2C1=O
→ -8	-30	10	3	0	-2	.	2
6	COc1ccc(Cl)cc1NC(=O)C1CCN(C(=O)Nc2ccccc2)CC1
→ 6	27	-3	4	3	1	15	-15
7	COC(=O)c1cccc(N(CC(=O)NC2CCCCC2)C(=O)CNC(=O)c2cccs2)c1
→ 0	1	-8	14	0	.	-2	-15
8	Cc1cc(-c2nnc(SCc3ccccn3)o2)no1
→ 3	-10	.	-1	-1	-11	.	.
9	C#CCOCCOCCOCCNc1nc(N2CCN(C(=O)[C@H](CCC(=O)O)n3cc([C@@H](N)[C@H](C)CC)nn3)CC2)nc(N2CCN(C(=O)[C@H](CCC(=O)O)n3cc([C@@H](N)CCSC)nn3)CC2)n1
→ .	4	-1	-2	-3	4	-13	1
10	C[C@H]1CN([C@@H](C)CO)C(=O)Cc2cc(NS(=O)(=O)c3ccc(Cl)cc3)ccc2O[C@H]1CN(C)C(=O)Nc1ccc2c(c1)OCO2
→ 13	3	7	.	.	.	-7	18
11	O=C(NNC(=S)NCc1ccccc1)c1ccc(Br)cc1
→ -2	30	0	-1	3	4	-18	-2
12	C[C@@H]1CN([C@@H](C)CO)C(=O)c2cc(NS(=O)(=O)c3ccc(Cl)cc3)ccc2O[C@@H](C)CCCCO[C@H]1CN(C)S(=O)(=O)c1cccs1
→ 1	.	6	0	-1	4	-7	1
13	CC(NC(=O)c1ccccc1)C(=O)OCC(=O)c1ccc(Br)cc1 (stereo not drawn)
→ 5	-4	.	4	1	-4	7	.
14	O=C(c1ccc(COc2ccc3ccccc3c2)o1)N1N=C(C(F)F)CC1(O)C(F)F (stereo not drawn)
→ 0	.	-14	-4	11	2	.	-31
15	COc1ccc(S(=O)(=O)Nc2nnc(Cc3ccc(OC)c(OC)c3)s2)cc1
→ 10	-3	18	-1	1	1	-7	61
16	CC(=O)c1cccc(NC(=O)Nc2cnn(Cc3ccc(Cl)cc3Cl)c2)c1
→ 3	1	.	2	-4	-9	.	.
17	O=C(CCN1CCCCC1)NCC[C@H]1CC[C@H](NS(=O)(=O)c2cccc(F)c2)[C@H](CO)O1
→ -12	19	13	-1	-1	-14	-8	10
18	O=C(CN1CCOCC1)N[C@H]1CC[C@@H](CCn2cc(C3CC3)nn2)O[C@@H]1CO
→ 5	3	-16	7	0	4	-18	10
19	Cc1ccn2cc(-c3cc4ccccc4oc3=O)nc2c1
→ .	.	46	.	.	9	-98	-19
20	O=C(CNC(=O)c1ccc2c(c1)OCCO2)N/N=C/c1ccc(O)cc1O
→ -7	.	15	-2	2	21	15	-9
21	Cc1ccc(/C=c2\sc3n(c2=O)CN(c2cccc(Br)c2)CN=3)o1
→ -13	.	.	3	-2	-2	-16	.
22	NS(=O)(=O)c1cccc(NC(=O)c2ccno2)c1
→ .	2	-1	-3	-5	-8	-2	.
23	CCOC(=O)N1CCC(NC(=O)CCC(=O)N2CC(C)Oc3ccccc32)CC1 (stereo not drawn)
→ 6	1	.	3	-2	3	.	.
24	COc1ccc(C(=O)Nc2ccccc2N2CCN(C(=O)c3ccccc3)CC2)cc1Br
→ -15	17	-1	-12	4	-2	39	3
25	CCN(C(=O)c1cn(C)c(=O)c2cc(OC)c(OC)cc12)c1cc(OC)ccc1OC
→ 4	.	.	1	1	2	.	.
26	COC(=O)CSc1nc(N2CCOCC2)c2c(c1C#N)CC(C)(C)N(C)C2
→ -19	-16	.	.	0	-12	.	.
27	CN(C)CC(=O)Nc1ccc2c(c1)[C@@H]1C[C@H](CC(=O)NCc3ccncc3)O[C@@H](CO)[C@@H]1O2
→ 3	-4	-3	0	-4	-3	-8	-3
28	CC(C)NC(=O)Cn1c(SCC(=O)c2ccc(F)cc2)nc2ccccc21
→ -8	.	.	6	3	-1	-15	.
29	CCOC(=O)CNC(=O)c1cc(OC)cc(OC)c1
→ .	5	2	3	1	0	6	17
30	N#Cc1ccc(-c2ccc3c(c2)OCO3)nc1SCC(=O)OCc1ccccc1
→ -11	-8	.	-2	2	-9	-5	.
31	Cc1noc(C)c1NC(=O)N(C)C[C@H]1Oc2ccc(NC(=O)CCCN(C)C)cc2C(=O)N([C@@H](C)CO)C[C@H]1C
→ 5	.	0	.	.	.	-33	7
32	COc1ccc(CN2C=C3C(=O)C(C)(OC(=O)C4CCCC4)C(=O)C=C3C=C2c2ccsc2)cc1 (stereo not drawn)
→ 4	7	-8	1	1	-1	19	-1
33	CN(Cc1cccs1)C(=O)CSc1nc(N)cc(N)n1
→ .	.	10	.	.	-2	7	2
34	CCCCSCCCNC(=O)c1ccc(CS(=O)(=O)c2ccc(OC)cc2)o1
→ 4	9	0	11	4	4	15	.
35	CCOC(=O)c1c(C)[nH]c(C)c1S(=O)(=O)NCCN1CCN(c2cc(Cl)ccc2C)CC1
→ -6	-18	6	3	-8	0	28	-34
36	COc1ccc(-n2c(N)c(Br)c(=O)[nH]c2=O)cc1
→ 0	18	-3	1	10	-1	.	32
37	CCOC(=O)c1ccc(NC(=O)N2CCOCC2)cc1
→ 0	.	-6	.	.	4	-53	-10
38	Cc1cc(NC(=O)CC#N)n(-c2nc3ccccc3[nH]2)n1
→ 40	-24	25	-2	-1	8	-14	21
39	CC(C)NC(=O)Nc1ccc2c(c1)C(=O)N([C@@H](C)CO)C[C@@H](C)[C@@H](CN(C)C)O2
→ -5	4	10	2	22	.	-18	15
40	CCOC(=O)C(C)Oc1cccc2c(=O)n(CC(=O)NCc3ccc(F)cc3)ccc12 (stereo not drawn)
→ 11	-1	-13	-2	-3	-1	-9	42*

Overlap with the part before: two compounds; new compounds follow.
Below each SMILES: PGC1a acetyl inh	Statin myotox sup	LGR2 inh	PglD inh	Cneo AK release	ARNT-TACC3 inh	PAX8 reporter	INS-1E GSIS act
39	CC(C)NC(=O)Nc1ccc2c(c1)C(=O)N([C@@H](C)CO)C[C@@H](C)[C@@H](CN(C)C)O2
→ -5	4	10	2	22	.	-18	15
40	CCOC(=O)C(C)Oc1cccc2c(=O)n(CC(=O)NCc3ccc(F)cc3)ccc12 (stereo not drawn)
→ 11	-1	-13	-2	-3	-1	-9	42*
41	CC(NCc1ccc2c(c1)OCO2)C(=O)NC1CCCc2ccccc21 (stereo not drawn)
→ 1	99*	.	9	3	.	.	.
42	CCOc1ccccc1C(=O)NCC(=O)NNC(=O)c1csc(N2CCOCC2)n1
→ 17	1	5	0	3	.	12	.
43	Cc1ccc(C2(C(=O)N3CCC(n4nc(-c5ccccc5)oc4=O)CC3)CC2)cc1
→ -2	11	.	0	3	0	.	.
44	Cn1c(=O)c2cc(NC(=O)NCc3ccccc3)ccc2n1Cc1ccc(Cl)cc1
→ -16	-10	11	-5	0	.	-6	-7
45	O=C(Nc1ccccn1)N1CCOCC1
→ 19	4	.	1	-1	-2	-8	.
46	Cc1cccc(C)c1NC(=O)CN(C)C(=O)CC1CC2CCC1C2 (stereo not drawn)
→ 2	-3	12	1	-2	0	1	.
47	CCN(CC)CCNC(=O)c1cc2ccccc2nc1Cl
→ .	.	-4	-2	0	1	-1	31
48	CC(C)C#Cc1cnc2c(c1)C(=O)N([C@H](C)CO)C[C@H](C)[C@H](CN(C)C(=O)c1ccccn1)O2
→ ?	-9	-20	-34	-7	-10	.	9
49	CCc1cc2c(SCC(=O)N3CC(=O)Nc4ccccc43)ncnc2s1
→ 1	-7	8	-4	-1	0	-15	6
50	O=Cc1ccc(N2CCCC2)c(F)c1
→ 8	.	-11	1	-1	.	-11	13
51	S=c1[nH]nc(-c2ccncc2)n1/N=C/C=C/c1ccco1
→ .	.	6	.	.	-1	2	5
52	Cc1cc(NC(=O)CSc2ncc(C(=O)O)n2-c2ccc(F)cc2)no1
→ 0	1	20	-1	1	-4	7	9
53	Cc1ccc(CCNC(=O)c2cc(C)nn2-c2ccccc2)cc1
→ -12	.	4	10	-1	-6	0	8
54	O=C(C[C@H]1C=C[C@H](NS(=O)(=O)c2ccccc2F)[C@@H](CO)O1)NCCCN1CCOCC1
→ 4	-2	-4	2	-1	-8	.	-1
55	c1ccc(CCCNCCCn2cnc3c(OCc4ccccc4)ncnc32)cc1
→ -5	-6	7	7	-1	-6	-4	.
56	C/C=C/c1cnc2c(c1)C(=O)N([C@H](C)CO)C[C@@H](C)[C@H](CN(C)C(=O)C1CCC1)O2
→ -4	-8	1	.	.	.	.	20

Single entries from the results shown.
In INS-1E GSIS act, Cc1cc(NC(=O)CSc2ncc(C(=O)O)n2-c2ccc(F)cc2)no1 shows 9
In PGC1a acetyl inh, C/C=C/c1cnc2c(c1)C(=O)N([C@H](C)CO)C[C@@H](C)[C@H](CN(C)C(=O)C1CCC1)O2 shows -4
In Statin myotox sup, CC(C)C#Cc1cnc2c(c1)C(=O)N([C@H](C)CO)C[C@H](C)[C@H](CN(C)C(=O)c1ccccn1)O2 shows -9
In Cneo AK release, Cc1cccc(C)c1NC(=O)CN(C)C(=O)CC1CC2CCC1C2 (stereo not drawn) shows -2
In PglD inh, CC(NCc1ccc2c(c1)OCO2)C(=O)NC1CCCc2ccccc21 (stereo not drawn) shows 9
In INS-1E GSIS act, O=Cc1ccc(N2CCCC2)c(F)c1 shows 13

Profiles, looked up by structure. Values in the order: PGC1a acetyl inh | Statin myotox sup | LGR2 inh | PglD inh | Cneo AK release | ARNT-TACC3 inh | PAX8 reporter | INS-1E GSIS act
CCOc1ccccc1C(=O)NCC(=O)NNC(=O)c1csc(N2CCOCC2)n1 is listed as 17 | 1 | 5 | 0 | 3 | . | 12 | .
Cc1ccc(CCNC(=O)c2cc(C)nn2-c2ccccc2)cc1 is listed as -12 | . | 4 | 10 | -1 | -6 | 0 | 8
